Bioassay records: PubChem, The Scripps Research Institute Molecular Screening Center
CHRM5 agonist: CHRM5 agonism in calcium assay; AID 624037; 0.19% of 360,000 active; activation, % at 3 µM; CHO-K1 hM5 cells, Fluo-8 calcium fluorescence; 0% DMSO wells, 100% maximal acetylcholine response;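 active means activation above the run's mean over test compounds plus 3 SD, cut at about 23% in these data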;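 further: signal is peak over basal fluorescence ratio across the kinetic read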
CHRM5 PAM: potentiates acetylcholine response at human M5 receptor; P08912; CHO-K1 hM5, Fluo-8 calcium, ACh EC20 PAM; 0% = ACh EC20, 100% = ACh EC100; activation, % at 3 µM; 0.3% of 360,000 active; AID 624038;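 active means activation above the run cutoff, the mean activation of all test compounds plus 3 SD, cut at about 18% in these data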
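Replicates: One well per compound, no replicates | System: Human M5 receptor in CHO-K1 cells | Benchmarks: Low control EC20 acetylcholine (0%), high control EC100 acetylcholine (100%) | Probe or stimulus: Acetylcholine, EC20 level | Times: Fluo-8 loading 80 min at 37 °C plus 30 min room temperature | Signal: Intracellular calcium via Fluo-8 fluorescence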
CHRM4 antagonist: CHRM4 antagonism in calcium assay | CHO-hM4 cells, ACh EC80, Fluo-8 calcium fluorescence | inhibition, % at 3 µM | 0.73% of 360,000 active;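 active means inhibition above its plate's cutoff, the mean inhibition of sample wells plus 3 SD, cut at about 27% in these data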;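 further: 0% = acetylcholine EC80 with DMSO and 100% = DMSO without agonist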
Target sequence (P08173 whole entry, looked up): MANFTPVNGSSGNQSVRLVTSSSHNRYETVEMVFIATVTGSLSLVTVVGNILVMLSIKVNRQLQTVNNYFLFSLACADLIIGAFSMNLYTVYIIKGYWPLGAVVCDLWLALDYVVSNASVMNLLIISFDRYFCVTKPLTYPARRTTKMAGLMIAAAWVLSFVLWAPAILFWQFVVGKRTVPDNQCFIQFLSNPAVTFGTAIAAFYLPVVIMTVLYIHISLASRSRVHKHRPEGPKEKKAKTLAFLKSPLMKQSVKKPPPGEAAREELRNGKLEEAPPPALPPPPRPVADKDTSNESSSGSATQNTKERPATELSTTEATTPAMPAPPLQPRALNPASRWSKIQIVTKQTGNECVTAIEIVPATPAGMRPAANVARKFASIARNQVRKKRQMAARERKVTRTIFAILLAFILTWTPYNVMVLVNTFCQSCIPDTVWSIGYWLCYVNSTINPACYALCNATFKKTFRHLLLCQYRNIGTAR
M4 ag: CHRM4 agonism in calcium assay | P08173 | 0.14% of 360,000 active | activation, % at 3 µM | CHO-K1 hM4/Gqi5, Fluo-8 calcium fluorescence; vehicle 0%, full acetylcholine response 100%;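 active means activation above the run mean over all test wells plus 3 SD, cut at about 32% in these data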;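 further: peak over basal fluorescence ratio per well then scaled between controls; 0% = DMSO wells and 100% = acetylcholine at EC100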
M1 antag: blocks human M1 muscarinic receptor. AID 588852. CHO-K1 hM1, Fluo-8 calcium fluorescence, ACh EC80 antagonist. inhibition, % at 3 µM. P11229. 1.3% of 360,000 active;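 active means percent inhibition above its own plate's cutoff, namely the mean of that plate's compound wells plus 3 SD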;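 further: peak over basal fluorescence ratio during 140 s after agonist addition; 0% = ACh EC80 plus DMSO and 100% = DMSO alone without agonist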
CHRM1 agonist: agonists of human M1 muscarinic receptor | P11229 | CHO-K1 hM1, Fluo-8 calcium fluorescence, agonist mode; 0% DMSO, 100% acetylcholine EC100 | activation, % at 3 µM | 0.33% of 360,000 active;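 active means activation above the run's mean compound activation plus 3 SD, cut at about 16% in these data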;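 further: peak over basal fluorescence ratio within a 140 s kinetic read after compound addition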
CHRM1 PAM: positive allosteric modulators of human M1 muscarinic receptor; P11229; CHO-K1 hM1, Fluo-8 calcium fluorescence, ACh EC20; 0% = ACh EC20, 100% = maximal ACh; activation, % at 3 µM; 0.088% of 360,000 active; AID 588819; in the data active means activation above about 19%, passing the limit was not always enough
TAAR1 agonist: agonists of human TAAR1; Q96RJ0; CHO RD-HGA16 TAAR1, Fluo-8 calcium fluorescence; vehicle wells 0%, saturating PEA agonist 100%; activation, % at 3 µM; 0.99% of 360,000 active; AID 624467;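 active means activation above the mean activation of all test compounds in the run plus 3 SD, cut at about 38% in these data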
Target sequence (Q96RJ0 whole entry, looked up): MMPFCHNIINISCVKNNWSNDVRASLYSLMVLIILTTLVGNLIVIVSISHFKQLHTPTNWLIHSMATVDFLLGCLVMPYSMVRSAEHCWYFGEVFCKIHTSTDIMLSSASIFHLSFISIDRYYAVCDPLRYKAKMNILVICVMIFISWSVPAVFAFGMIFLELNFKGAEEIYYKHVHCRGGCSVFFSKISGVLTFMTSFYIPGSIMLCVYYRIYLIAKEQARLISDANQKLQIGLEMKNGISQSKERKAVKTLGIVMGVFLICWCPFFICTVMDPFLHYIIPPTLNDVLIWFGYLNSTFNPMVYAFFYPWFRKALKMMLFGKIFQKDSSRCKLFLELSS
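Repeats: no replicates (n 1) | Material: CHO-derived RD-HGA16 cells with stable Gα16 and human TAAR1 | Technique: Kinetic Fluo-8 calcium fluorescence | Schedule: 17-24 h seeding, 75 min 37 °C dye, 30 min RT | Evaluation: % activation from peak over basal fluorescence ratio, DMSO-to-PEA scaled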
M5 antag: antagonists of human muscarinic M5 receptor (CHRM5) | P08912 | CHO-hM5 cells, Fluo-8 calcium fluorescence, ACh EC80 | inhibition, % at 3 µM | 0.59% of 360,000 active;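 active means inhibition above a per-plate cutoff, the mean of that plate's test compounds plus 3 SD, cut at about 27% in these data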;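 further: 0% = acetylcholine EC80 with DMSO and 100% = DMSO without agonist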
* marks the source's active call; other numbers are inactive results; / = not tested or not shown. These rows are one share of the data, so the mix of outcomes need not match the whole.

molecule,CHRM1 agonist,M1 antag,TAAR1 agonist,CHRM5 agonist,M4 ag,CHRM1 PAM,M5 antag,CHRM4 antagonist,CHRM5 PAM
CCN(CC)CCNC(=O)c1ccc(Sc2ccc(C)cc2)c(NC(C)=O)c1,-7,5,0,-7,0,-1,14,6,2
O=c1cc(-c2ccccc2)cc(-c2ccccc2)n1CCCO,-10,9,9,-8,6,-6,5,-6,0
CCCc1cc(C(=O)Nc2ccc(C(C)=O)cc2)no1,-7,1,0,-1,1,-4,6,-14,-6
COC1OC(CO)C(N=C(C)C)C1O (stereo unspecified),0,-8,0,0,0,8,15,-6,2
COc1ccc(NC(=O)Cc2nc3ccccc3[nH]2)cc1,-2,6,4,0,8,0,1,-6,-6
CCCC(c1nnnn1Cc1ccc(OC)cc1)N1CCN(c2ccccc2OC)CC1 (stereo unspecified),-3,-1,6,-5,4,0,4,-6,-3
O=C(COC(=O)/C=C/c1ccc(OC(F)F)cc1)NC(=O)NCc1ccccc1,-5,2,0,-4,0,-3,8,4,0
CN(CCOc1ccccc1)C(=O)c1cc(S(=O)(=O)N2CCOCC2)c(Cl)cc1Cl,3,7,7,7,28,-16,9,-20,-20
COc1ccccc1CNC(=O)COC(=O)c1cccs1,-4,-7,0,2,1,6,6,9,5
Cc1nc2ccccc2c2c1C(=O)N(Cc1cccnc1)C2=O,-6,-1,3,-2,0,4,-6,0,2
COc1ccc(O)c(CN2CCC(n3nccc3NC(=O)c3ccccc3Cl)CC2)c1,-2,-9,2,-1,3,4,-14,-19,1
CCn1cnc2c1c(=O)n(Cc1nnc3n1-c1ccccc1SC3)c(=O)n2Cc1ccccc1,-3,-3,2,-1,2,5,-2,13,-1
CCOC(=O)C(Cc1ccccc1)NC(=O)CCc1nnc2ccc(N3CCOCC3)nn12 (stereo unspecified),-3,-13,1,-2,1,16,-6,3,8
O=C(Cc1ccccc1)Nc1ncccc1Cl,-1,-6,5,-1,0,8,5,3,3
CCc1noc(C)c1C(=O)N(CC)c1nc2c(C)cccc2s1,-5,1,-2,-5,-2,-1,0,-18,-14
CCCC[C@@H]1C=C(C(=O)O)[C@H](c2ccc(C)cc2)N1S(=O)(=O)c1ccc(C)cc1,-6,-13,1,1,0,11,-5,0,4
O=C(c1cccc(Oc2c(Cl)cccc2[N+](=O)[O-])c1)N1CCOCC1,-4,-1,3,-4,3,-6,12,1,-8
CSc1nc(C)cc(SC(C(C)=O)C(=O)Nc2ccccc2)n1 (stereo unspecified),13,-20,21,4,1,23*,6,-1,-5
[O-][n+]1ccc(C2CC2)cc1,-2,-12,7,-2,1,5,1,-3,-2
CCCCc1ccc(NC(=O)Nc2cnccn2)cc1,-2,-4,-1,-4,2,2,19,-4,-7
O=C(Nc1ncc(Cc2cccc(C(F)(F)F)c2)s1)C1CCCO1 (stereo unspecified),-4,-7,5,-3,1,1,-5,0,-2
CC1CCN(S(=O)(=O)c2ccc(C(=O)NNC(=O)C3CC3)cc2)CC1,0,-10,0,3,6,12,7,-4,3
CC(O)C(NS(=O)(=O)c1ccc(Cl)cc1)C(=O)OCC(=O)c1ccc2c(c1)NC(=O)CO2 (stereo unspecified),-3,5,6,1,2,-2,11,-3,3
COc1ccc(Nc2c(CCc3ccccc3)nc3nc(C)cc(C)n23)cc1,/,/,2,5,-3,/,1,-22,7

3 entries from above, ordered by the value under M5 antag, rising:
| Compound | M5 antag |
| --- | --- |
| CCOC(=O)C(Cc1ccccc1)NC(=O)CCc1nnc2ccc(N3CCOCC3)nn12 (stereo unspecified) | -6 |
| CCn1cnc2c1c(=O)n(Cc1nnc3n1-c1ccccc1SC3)c(=O)n2Cc1ccccc1 | -2 |
| O=C(c1cccc(Oc2c(Cl)cccc2[N+](=O)[O-])c1)N1CCOCC1 | 12 |

(cont.)
molecule,CHRM1 agonist,M1 antag,TAAR1 agonist,CHRM5 agonist,M4 ag,CHRM1 PAM,M5 antag,CHRM4 antagonist,CHRM5 PAM
COc1ccc(NC(=O)CSc2nc(SC)ns2)c(OC)c1,-4,5,0,-3,0,-1,-11,7,5
CCCCNc1nnc(Cc2ccc(Cl)cc2)c(=O)[nH]1,-2,-4,2,-3,1,1,11,-3,-2
Cc1ccc(NC(=O)C2C3CCCC2C3c2ccccc2)cc1 (stereo unspecified),-1,-1,-1,-2,0,11,-8,-1,5
CC(=O)Nc1ccc(S(=O)(=O)Nc2ccc(N3CCOCC3)cc2)cc1,-1,14,8,-1,0,-3,11,-5,16
COc1ccc(C(CNC(=O)C(C)(C)Oc2ccc(Cl)cc2)N2CCOCC2)cc1 (stereo unspecified),-6,-7,-1,-3,3,12,7,7,0
COCC(=O)Nc1ccc([N+](=O)[O-])cc1OC,-6,-5,0,-2,0,1,0,2,1
CC(C)NC(=O)NC(=O)CSc1nncs1,-11,-8,11,0,1,10,-3,-1,1
COc1ccc(NC(=S)NC2CC3CCCC(C2)N3C2CC2)cc1 (stereo unspecified),-6,-3,4,-6,1,3,-4,10,-8
C=CCSc1nc2sc3c(c2c(=O)n1CC)CCC3,-3,-13,-2,9,0,5,-11,-7,6
CC(=N\NC(=O)c1ccccc1)/C(=N/O)C(=O)Nc1ccccc1,-1,-10,2,-2,0,10,-2,-4,9
COc1ccccc1-c1nc(C#N)c(N2CCN(C(c3ccccc3)c3ccccc3)CC2)o1,-4,12,8,-2,1,-4,0,8,-5
CN(Cc1ccccc1)C(=O)c1ccc([N+](=O)[O-])o1,-4,-4,0,2,2,14,-8,-5,8
N#CCc1cc2ccc3cccc4ccc(c1)c2c34,-6,-14,3,-6,-1,12,10,8,5
CCN(CC)Cc1c(O)ccc2occ(C(=O)c3ccccc3)c12,-3,-7,2,-2,1,10,2,0,3
CCC(C)c1ccccc1NC(=O)COc1ccc(-c2nnco2)cc1 (stereo unspecified),-2,-18,2,-1,3,6,4,-15,-7
COc1ccc(CC2(CO)CCN(Cc3cnc(-c4ccccc4C)nc3)CC2)cc1,-3,3,3,0,5,2,-1,0,7
Cc1ccc(CCSc2ccc(F)cc2)cn1,-6,-3,1,-7,1,0,-5,-5,-5
C[C@H](CCCC/C=C/C(=O)O)O[C@@H]1O[C@@H](C)[C@H](O)C[C@H]1O,8,14,1,1,1,8,10,-6,-1
COc1ccc(C(=O)NCCS(=O)(=O)NCc2ccc(C)cc2)cc1,-4,-11,1,-1,2,8,2,3,2
CCOc1ccc(OCC)c(NC(=O)CCSCCc2ccccn2)c1,-5,-20,1,-4,2,3,3,-2,2
CCCCOc1cccc(C2C(C(=O)c3ccc(C)o3)=C(O)C(=O)N2c2nnc(C)s2)c1 (stereo unspecified),5,-1,5,14,6,13,10,8,2
COc1ccc2[nH]c3c(C)c4cc[n+](C)cc4c(C)c3c2c1,-4,-9,0,-2,1,1,-1,2,2
Cc1nc(N)nc(N/N=C/c2c(F)cccc2Cl)n1,-1,-13,-1,-5,1,15,2,-6,-2
Cc1cccc(NC(=O)CSc2nc3nc(C)cc(C)n3n2)c1,-3,-5,1,0,2,0,-9,5,5
CCN(CC)S(=O)(=O)c1ccc(Nc2cc(C)nc3ncnn23)cc1,-5,0,10,-2,0,4,5,-6,2
COc1ccc(CCN2C(=O)C3C(C2=O)C2C=CC3C23CC3)cc1OC (stereo unspecified),-13,-6,4,-5,1,10,14,5,0
CCN(CC)C(=O)Oc1ccc2cc(Br)ccc2c1,-10,-3,5,-3,1,4,-11,-4,0
COc1ccccc1NC(=O)CSc1nc2sc(C)c(C)c2c(=O)n1Cc1ccco1,-7,-16,12,0,-1,15,10,4,7
CN(C)/C=C/C(=O)c1ccccc1F,-4,-5,12,-1,-1,7,-4,11,2
Cc1ccc(NC(=O)CCC(=O)OC(C)C(=O)c2ccccc2)cc1 (stereo unspecified),-1,-13,-2,-1,0,15,0,10,3
CS(=O)(=O)c1ccc(NS(=O)(=O)c2ccc3ccccc3c2)cc1,-2,-4,4,-1,3,4,3,-12,-1
NS(=O)(=O)c1ccc(CCNCc2cccs2)cc1,-14,2,1,-7,0,1,2,-2,-9
CSCc1cc(N2CCOCC2)nc(-c2ccccc2)n1,-9,3,8,-2,0,-1,-7,-7,1
COc1cccc(CN(C)C(=O)c2sccc2-c2ccccc2)c1OC,-6,13,2,-4,4,-8,9,-3,-5
COC(=O)C[C@@H]1C[C@@H]2c3cc(NS(=O)(=O)c4ccc(F)cc4)ccc3O[C@@H]2[C@H](CO)O1,-2,-9,1,2,2,3,-4,-10,1
NS(=O)(=O)c1ccc(-c2c(-c3ccccc3)sc3ccccc23)cc1,-2,8,11,3,0,-4,15,5,2
CC1(C)Cc2cccc(OCC(=O)OCC(=O)Nc3ccccc3)c2O1,-1,-16,-1,2,1,9,8,-4,-1
CCN(CC)CCSc1nc(O)c(Cc2ccccc2)c(=O)n1-c1ccccc1,-5,-7,2,-3,0,3,3,7,3
CC1=NN(c2cccc(F)c2)C(=O)/C1=C/c1ccc(N(C)C)cc1,2,-15,0,2,0,18,-8,-2,-5
CN(C)C(=O)Cn1cc(S(=O)(=O)Cc2ccccc2)c2ccccc21,0,1,2,-2,3,8,8,9,-4
CCCCC[C@@H](C)N1C[C@H](COCc2ccccc2)Oc2cc(N3CCC[C@H]3C(N)=O)ccc2S1(=O)=O,/,/,4,-1,-1,/,5,14,-1
COC(=O)c1ccc(CSc2nnc(NC(=O)c3cc4c(s3)CCCC4)s2)cc1,-4,-8,1,-3,0,5,-3,6,-1
CCOC(=O)C(NC(=O)c1ccc(OC)cc1)(N1CCOCC1)C(F)(F)F (stereo unspecified),-6,-7,2,-1,0,6,-9,4,-1
C=CCN(c1ccccc1)S(=O)(=O)c1ccc2c(c1)oc(=O)n2C,-6,12,0,3,18,-7,10,0,-13
COc1ccc(CC(=O)Nc2nnc(C)s2)cc1,-2,-15,7,-4,0,6,5,2,-9
O=C(Nc1cccc(S(=O)(=O)N2CCCCCC2)c1)c1ccc(=O)[nH]c1,-3,-3,0,-1,0,4,11,8,4
O=C(C1CCCN(Cc2cccc(F)c2)C1)N1CCCCC1 (stereo unspecified),-7,-4,16,-8,0,6,-8,-4,7
COc1cccc(C(=O)N(c2ccc(OC)cc2OC)C2C=CS(=O)(=O)C2)c1 (stereo unspecified),-6,-3,8,0,0,4,-9,-11,5
C=CCNc1nnc(SCC(=O)Nc2ccccc2OC)c2ccccc12,-5,4,2,1,9,-6,15,3,-3
Cc1cccc(NC(=O)CC2NC3CCCCC3NC2=O)c1 (stereo unspecified),-2,-7,0,-8,0,6,-5,8,24*
O=C(O)/C=C(\Oc1ccccc1)C1(O)CCCCC1,-4,-6,1,0,0,-5,-6,-5,5
